Screening results as filed in PubChem BioAssay.
GPR151 ag – activators of human GPR151; PathHunter beta-arrestin GPR151 cells, luminescence; AID 1508602; 650,000 compounds, 1% hits; activation, % at 11.2 µM; in the data active = activation above about 4.9%;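 note: 0% = median of compound wells and 100% = cells with positive control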
Target sequence (Q8TDV0 whole entry, looked up): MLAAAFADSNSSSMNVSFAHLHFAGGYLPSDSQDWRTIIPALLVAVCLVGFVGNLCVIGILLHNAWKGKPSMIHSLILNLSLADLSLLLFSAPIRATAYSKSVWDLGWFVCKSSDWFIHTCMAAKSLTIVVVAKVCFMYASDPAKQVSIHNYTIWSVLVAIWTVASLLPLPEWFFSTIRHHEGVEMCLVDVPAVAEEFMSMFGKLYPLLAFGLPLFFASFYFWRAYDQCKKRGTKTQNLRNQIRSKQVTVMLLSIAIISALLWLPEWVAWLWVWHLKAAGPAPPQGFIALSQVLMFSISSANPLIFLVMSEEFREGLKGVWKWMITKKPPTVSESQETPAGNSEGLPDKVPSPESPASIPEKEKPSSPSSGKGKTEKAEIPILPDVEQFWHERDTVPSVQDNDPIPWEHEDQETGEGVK
TEAD-YAP inh – TEAD-YAP interaction inhibition | HEK-TIYL cells, TEAD-Gal4/YAP UAS-luciferase luminescence | inhibition, % at 9.12 µM | 640,000 compounds, 1.4% hits | AID 1259422; in the data active = inhibition above about 32%;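 note: 0% = median of test compound wells and 100% = reference inhibitor wells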
FBW7 act – activators of human E3 ligase FBW7; 650,000 compounds, 0.13% hits; Q969H0; AlphaScreen FBW7–phospho-cyclin E peptide binding, activator screen; normalized activity (activation), % at 26.1 µM; AID 1259310; in the data active = normalized activity above about 1.9%;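 note: purified mutant Fbw7 with reduced substrate affinity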
MITF inh – inhibitors of human MITF. O75030. AlphaScreen MITF homodimerization, bead proximity signal. inhibition, % at 2.6 µM. 650,000 compounds, 0.91% hits. AID 1259374; in the data active = inhibition above about 50%;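 note: 0% = vehicle wells with protein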
Target sequence (O75030 whole entry, looked up): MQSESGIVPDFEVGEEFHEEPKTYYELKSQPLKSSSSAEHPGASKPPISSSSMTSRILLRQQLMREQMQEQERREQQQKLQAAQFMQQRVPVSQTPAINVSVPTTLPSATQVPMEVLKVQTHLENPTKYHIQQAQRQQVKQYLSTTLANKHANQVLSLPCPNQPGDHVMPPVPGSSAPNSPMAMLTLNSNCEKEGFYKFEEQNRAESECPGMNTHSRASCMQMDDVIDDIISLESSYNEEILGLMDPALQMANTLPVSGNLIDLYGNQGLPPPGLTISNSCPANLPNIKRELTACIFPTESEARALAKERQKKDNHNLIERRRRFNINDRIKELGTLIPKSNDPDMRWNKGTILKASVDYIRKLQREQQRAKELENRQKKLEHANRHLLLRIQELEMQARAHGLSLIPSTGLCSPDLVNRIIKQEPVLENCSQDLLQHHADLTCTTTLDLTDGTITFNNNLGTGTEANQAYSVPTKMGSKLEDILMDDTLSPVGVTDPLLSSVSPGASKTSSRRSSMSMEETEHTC
Numbers without * were called inactive.

SMILES | GPR151 ag | TEAD-YAP inh | FBW7 act | MITF inh
Cc1cc2c(cc1S(=O)(=O)Nc1ccc(OC(F)(F)F)cc1)n(C)c(=O)c(=O)n2C | 1.4 | -5 | -0.1 | 3
O=[N+]([O-])c1cccc(-c2nc(=S)c3c(n2-c2ccc(Cc4ccncc4)cc2)CCCC3)c1 | -1.3 | -27 | 0.2 | 8
COc1cccc(CNS(=O)(=O)c2c(C)n[nH]c2C)c1 | -0.1 | -5 | 0.0 | 2
NC(=O)c1ccc(-c2cccc(C(=O)NCc3ccccc3)c2)cc1 | -2.0 | -2 | 0.0 | 0
O=[N+]([O-])c1ccc(N2CCN(c3ccccc3)CC2)s1 | 1.1 | -23 | -0.5 | 4
O=C(CSc1ncccc1-c1nc2ccccc2[nH]1)NCC1CCCO1 (centres undefined) | -1.3 | -13 | 0.1 | -1
COc1ccccc1CNC(=O)C1CCCN(c2ccc(-n3ccnc3)nn2)C1 (centres undefined) | 0.0 | -2 | 0.0 | 8
O=C(/C=C/c1ccccc1)c1ccc(O)cc1O | -0.1 | -47 | 0.0 | 10
Cc1sc(NC(=S)NC(=O)C(C)(C)C)c(C(N)=O)c1C | -1.7 | -16 | -0.1 | -20
CC(C)=CCN1CCC2(CCC(CNC(=O)c3cnn4cccnc34)O2)CC1 (centres undefined) | 0.3 | 2 | 0.0 | -12
CCn1ccc(C(=O)N2CCN(c3nc4c(F)cc(F)cc4s3)CC2)n1 | 1.8 | 31 | 1.7 | 19
O=C(CSc1ccc2nnc(-c3cccc(F)c3)n2n1)Nc1ccccc1 | 0.1 | 12 | 0.1 | -4
COc1ccccc1NC(=O)C1=C(C)Nc2ncnn2C1c1ccccc1C (centres undefined) | -0.6 | 9 | -0.1 | -9
O=C(c1csc(Nc2ccccc2Cl)n1)N1CCCC1 | -0.3 | -36 | -0.2 | 14
O=[N+]([O-])c1ccc(C=NCc2ccccc2)cc1 | 0.0 | -33 | 0.4 | 12
O=C(CN1C(=O)C(=O)N(C2CCCC2)C1=O)NCc1ccco1 | 0.5 | 5 | 0.0 | 0
Cc1cc(C(=O)COC(=O)c2ccc([N+](=O)[O-])o2)c(C)n1Cc1cccs1 | -1.5 | 0 | -0.2 | 8
CCCCNC(=O)/C=C/c1cccs1 | -0.1 | -26 | -0.1 | 4
O=C(Nc1ccccc1)c1nc[nH]c1C(=O)Nc1ccccc1 | -0.1 | 7 | -0.1 | 12
COC(=O)NS(=O)(=O)c1ccc(Cl)cc1 | 0.6 | -4 | 0.0 | -1
COc1ccc(C(C)=O)c(Oc2ncc(-c3ccc(F)cc3)cn2)c1 | 0.4 | -12 | -0.1 | 3
COCCCNCCOc1ccc(OCc2ccccc2)cc1 | -2.4 | -22 | 0.4 | 47
Cc1cc(NC(=O)COc2cccc(C)c2C)no1 | -1.2 | -25 | 0.3 | -9
COc1ccc(/C(C)=N\NC(=O)c2ccccc2I)c(OC)c1 | -0.4 | -10 | 0.0 | -9
Cc1n[nH]c(C)c1CCN(C)C1CCC(=O)N(Cc2ccccc2F)CC1 (centres undefined) | 1.6 | -4 | -0.2 | 5
CS(=O)(=O)c1ccc2ccn(OCCO)c2c1 | -1.8 | 3 | 0.0 | -16
CN1CCN(C2CCN(c3cccc(NC(=O)CCCc4ccccc4)c3)CC2)CC1 | 1.4 | -9 | -0.1 | -1
Cc1nc(/N=C(\N)Nc2cccc([N+](=O)[O-])c2)[nH]c(=O)c1C | 0.3 | -3 | 0.2 | 1
O=S1(=O)N=C(Nc2ccc3c4c(cccc24)CC3)c2ccccc21 | -1.6 | -7 | -0.1 | 2
O=C(c1ccc(Sc2cccc(Cl)c2)c([N+](=O)[O-])c1)N1CCN(c2ccccn2)CC1 | -0.3 | 0 | -0.1 | 3

The final five compounds of the section before are carried over, then new ones follow.
SMILES | GPR151 ag | TEAD-YAP inh | FBW7 act | MITF inh
CS(=O)(=O)c1ccc2ccn(OCCO)c2c1 | -1.8 | 3 | 0.0 | -16
CN1CCN(C2CCN(c3cccc(NC(=O)CCCc4ccccc4)c3)CC2)CC1 | 1.4 | -9 | -0.1 | -1
Cc1nc(/N=C(\N)Nc2cccc([N+](=O)[O-])c2)[nH]c(=O)c1C | 0.3 | -3 | 0.2 | 1
O=S1(=O)N=C(Nc2ccc3c4c(cccc24)CC3)c2ccccc21 | -1.6 | -7 | -0.1 | 2
O=C(c1ccc(Sc2cccc(Cl)c2)c([N+](=O)[O-])c1)N1CCN(c2ccccn2)CC1 | -0.3 | 0 | -0.1 | 3
N#Cc1c(NC(=O)c2cccc(Br)c2)sc2c1CCC2 | 0.4 | -25 | -0.1 | 9
CCCN(CCC)S(=O)(=O)c1ccc(NC(=O)c2ccccc2OC(C)=O)cc1 | 1.8 | 17 | 0.3 | 16
CSCCNC(=O)CSc1ccc(Cl)cc1 | 0.2 | -2 | 0.0 | 17
COc1ccc(/C=N/NC(=O)COc2ccccc2OC)cc1 | -0.4 | -14 | 0.3 | 6
COC(=O)c1ccc(NC(=S)C(N)=O)cc1 | 0.9 | -22 | 0.4 | 9
O=[N+]([O-])c1ccc(CN2CCC(Cc3ccccc3)CC2)o1 | -0.4 | -7 | -0.6 | 13
COc1ccc2c(c1)CC(C(=O)Nc1ccc(-c3cn[nH]c3N)cc1)NC2 (centres undefined) | -0.5 | 24 | 0.2 | -11
CCOC(=O)c1sc2nc(SCc3csc4ccc(Cl)cc34)n(CCC3=CCCCC3)c(=O)c2c1C | 1.2 | -2 | -0.1 | -7
COc1ccc(-c2nc3cc(NC(=O)C4CCCCC4)ccc3o2)cc1 | 0.7 | 2 | -0.3 | 2
O=C1c2ccc(N3Cc4ccccc4C3)cc2C(=O)N1c1cccc(Cl)c1 | -1.0 | -5 | 0.0 | -2
CCC(Sc1nncn1C)C(=O)N1c2ccccc2Sc2ccccc21 (centres undefined) | 2.0 | 5 | 0.0 | -4
CN1CCN(c2ccc([N+](=O)[O-])cc2C(=O)c2ccc(Br)cc2)CC1 | -0.2 | 52* | 0.0 | 9
Cc1cc(C)n(C(=O)c2cc(Cl)ccc2Cl)n1 | 2.1 | -4 | 0.0 | -1
O=C(Nc1ccccc1)Nc1ccc(Cl)cn1 | -1.1 | -40 | -0.1 | 11
COc1ccc(-c2nnc(NC(=O)c3ccc(S(=O)(=O)N4CCc5ccccc5C4)cc3)o2)cc1 | 1.2 | 6 | 0.0 | -8
CC(=O)c1ccc(S(=O)(=O)N2CCC(n3nnc4cc(F)ccc43)CC2)cc1 | 0.4 | -1 | 0.0 | 8
COc1ccc(/C=N/NC(=O)c2nnn(-c3nonc3N)c2CN(C)C)cc1OC | -1.1 | -8 | 0.2 | 21
Cc1c(C#N)c2ccccc2n1CC(=O)NC(C)(C)C | 1.9 | -4 | 0.2 | 19
NC(=O)c1cc2cc(Br)ccc2oc1=Nc1ccc(C(F)(F)F)cc1 | 0.2 | 6 | 0.0 | 8
O=C(NCCCO)/C(=C\c1ccc(Cl)cc1)NC(=O)c1ccccc1Br | 0.6 | 12 | 0.2 | -3
c1ccc(-c2nc3ccc(Cc4ccc5nc(-c6ccccn6)[nH]c5c4)cc3[nH]2)nc1 | 0.1 | 34* | -0.2 | 27
CCOc1ccc(C(=O)Nc2ccc(-c3nc4cc(C)cc(C)c4o3)cc2)cc1 | 2.0 | -7 | 0.3 | 12
Cc1ccc(N(CC(=O)Nc2cccc(F)c2)S(C)(=O)=O)cc1C | -1.0 | -1 | 0.7 | 10
CC1=C(C(=O)OCCOc2ccccc2)C(c2ccccc2I)NC(=O)N1C (centres undefined) | -1.3 | -5 | -0.2 | 2
Cc1cc2nc[nH]c2cc1[N+](=O)[O-] | 2.5 | 13 | -0.1 | 13
Nc1nc(SCC(=O)Nc2ccc(Cl)c(S(=O)(=O)N3CCOCC3)c2)n[nH]1 | -0.2 | 1 | 0.1 | 2
CN(C1CCCCC1)S(=O)(=O)c1ccc(NC(=O)c2cccs2)cc1 | 0.4 | -4 | 0.0 | 10
CCOc1cc(CN2CCc3c(nc(N4CC(C)OC(C)C4)[nH]c3=O)C2)ccc1O (centres undefined) | 0.6 | 0 | -0.1 | -10
CCOC(=O)CCN1C(=O)/C(=C/c2cccs2)SC1=S | -0.5 | 7 | -0.8 | 13
CC(=O)Nc1ccc(S(=O)(=O)N2CC=C[C@@H]2C(=O)NC2CCCCC2)cc1 | -0.9 | 5 | 0.3 | 4

Given field by field: part of the list above.
> O=C1c2ccc(N3Cc4ccccc4C3)cc2C(=O)N1c1cccc(Cl)c1
  GPR151 ag: -1.0 | TEAD-YAP inh: -5 | FBW7 act: 0.0 | MITF inh: -2
> CCC(Sc1nncn1C)C(=O)N1c2ccccc2Sc2ccccc21 (centres undefined)
  GPR151 ag: 2.0 | TEAD-YAP inh: 5 | FBW7 act: 0.0 | MITF inh: -4
> CN1CCN(c2ccc([N+](=O)[O-])cc2C(=O)c2ccc(Br)cc2)CC1
  GPR151 ag: -0.2 | TEAD-YAP inh: 52* | FBW7 act: 0.0 | MITF inh: 9

(list continues)
SMILES | GPR151 ag | TEAD-YAP inh | FBW7 act | MITF inh
COc1cc(Cn2ccnc2)c(OC)cc1Cn1ccnc1 | 0.7 | -4 | 0.0 | 17
O=C1CCSc2c1cccc2C(=O)Nc1ccc2c(c1)OCCO2 | 1.2 | -10 | -0.1 | 4
Cc1ccc(CN2CCNC(=O)C2CC(=O)N(C)C2CCCCC2)o1 (centres undefined) | 2.1 | 12 | 0.1 | 12
O=C(NNS(=O)(=O)c1ccc2ccccc2c1)Nc1cccc([N+](=O)[O-])c1 | -0.1 | 1 | -0.1 | 6
CCCSc1nnc2c(n1)OC(c1ccc([N+](=O)[O-])cc1)Nc1ccccc1-2 (centres undefined) | 0.6 | -20 | 0.1 | -22
O=C(N/N=C/c1ccc([N+](=O)[O-])o1)/C(=C/c1cccc([N+](=O)[O-])c1)NC(=O)c1ccccc1 | -0.4 | -1 | 0.0 | 13
O=C(Cc1cccs1)N1CCN(S(=O)(=O)c2cccc([N+](=O)[O-])c2)CC1 | 0.4 | 5 | 0.1 | 17
Nc1nnc(CC(=O)N/N=C\c2ccc(O)c(O)c2)s1 | 1.2 | 4 | -0.3 | 52*
O=C(Nc1ccc(Cl)cc1)N[C@H]1C[C@H]2C(=O)N[C@@H](Cc3ccc(Cl)cc3)C(=O)N2C1 | -0.7 | 6 | -0.2 | 9
C=CC(C)n1c(=O)c2c(nc3n2CCN3c2ccc(Cl)cc2)n(C)c1=O (centres undefined) | 1.7 | 1 | 0.2 | 8
Cc1ccc(-c2cc(/C=C3\C(=O)C=Cc4ccccc43)c(O)o2)cc1 | 2.6 | -8 | 0.0 | -9
CC(=O)N1C(C(=O)NCc2ccccc2Cl)CSC12CCN(C)CC2 (centres undefined) | -1.6 | 4 | 0.1 | -1
COc1ccc(-c2cc(C(F)(F)F)n3nc(C(=O)NCCCN4CCOCC4)c(Cl)c3n2)cc1OC | -1.1 | -6 | -0.1 | 0
COc1ccccc1N(Cc1nnc2n1CCCCC2)C(=O)Nc1cccc(C)c1 | 0.1 | -8 | -0.1 | -1
COc1ccc([C@@H]2CN(C(=O)c3cscn3)C[C@H]2C(=O)O)cc1 | 0.1 | -7 | 0.0 | 13
Cc1ccc(S(=O)(=O)n2cc(CC#N)c3ccccc32)cc1 | -1.1 | -18 | 0.1 | 4
Cc1c(C)c(C)c2nsnc2c1C | -0.4 | 1 | -0.1 | 6
CCOc1ccccc1-c1nc2ccc(OC(C)=O)cc2c(=O)o1 | 0.0 | -3 | 0.1 | 5
COC(=O)C1=CN(C2CC2)C=C(C(=O)OC)C1c1ccccc1OC | 1.2 | 10 | 0.2 | 2
COc1ccc(/C=C2\C=C(c3ccccc3)N(c3cc(C(=O)O)ccc3Cl)C2=O)cc1Br | -0.4 | -3 | 0.1 | 8
CCOC(=O)c1c(-c2ccc(Br)cc2)csc1NC(=O)c1ccc(N2C(=O)CCC2=O)cc1 | -0.3 | 19 | 0.2 | 8
COC(=O)C1=C(C)N(C2CCCCC2)C(=O)/C1=C\c1cccc([N+](=O)[O-])c1 | -0.9 | 4 | -0.1 | 5
Cc1cc(C=C2C(=O)OC(C)(C)OC2=O)c(C)n1-c1ccc(F)cc1 | 0.9 | -5 | 0.3 | 6
COC(=O)[C@@H]1CCCN1C(=O)CC1(c2ccccc2C)CC(=O)N(Cc2ccccc2)C1=O (some centres undefined) | 0.7 | 8 | 0.0 | 6
CN(C)CCOc1ccc(CN[C@H]2C[C@H]3C(=O)N[C@@H](Cc4c[nH]c5ccccc45)C(=O)N3C2)cc1 | -1.1 | -3 | 0.0 | 9
C=COCCNC(=O)C(=O)NCc1ccc(Cl)cc1 | 0.5 | -1 | -0.1 | -4
N#Cc1c(NC(=O)c2cccs2)sc2c1CCCC2 | -0.4 | -78 | 0.5 | -6
COc1ccc(NS(=O)(=O)c2ccc(OC)c(Cl)c2Cl)cc1OC | 11* | 24 | -0.2 | -7
CCOC(=O)c1sc(NC(=O)c2cc(Cl)ccc2[N+](=O)[O-])nc1C | -0.1 | 7 | -0.2 | -3

Rows were taken by chance. Share with any hit: about 3.4%.
